GalR3 antag: antagonists of human GalR3 | O60755 | HEK293 GalR3-CNG cAMP membrane potential fluorescence; galR3 body fused to GalR1 C-terminus | inhibition, % at 3 µM | hit rate 0.44% among 360,000 | AID 651719;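 active = inhibition above the screen-wide average plus 3 SD, cut at about 13% in these data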;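 also: forskolin and galanin both at EC90 stimulate the cells; cAMP rise reported by CNG channel membrane potential dye signal; 0% = forskolin plus galanin with DMSO and 100% = forskolin alone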
MEKK2mut PB1 HTS: signal of MEK5 binding to mutant human MEKK2 PB1 domain. bead flow cytometry, Alexa488-MEK5 binding to MEKK2 mutant. hit rate 0.35% among 290,000. percent response, % at 10 µM; in the data active = percent response above about 24%, passing the limit was not always enough; also: inactives centre near 1; some results filed as inactive read as strong as hits
CRFBP-R2 block: antagonists of CRF-binding protein/CRF-R2 receptor complex | HEK293 CRF-R2/CRF-BP, CRF-induced calcium fluorescence | hit rate 0.59% among 350,000 | inhibition, % at 11.8 µM;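 active = inhibition of the ligand-induced calcium signal above about 50% at the single tested concentration, limit read from the data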
DNA FID counter: displaces DNA intercalator in HCV helicase counter-screen. inhibition, % at 7.9 µM. hit rate 0.17% among 290,000. DNA fluorescent intercalator displacement, fluorescence; in the data active = inhibition above about 37%;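 also: 0% = vehicle and 100% = reference compound; higher means more ethidium bromide displaced from hairpin DNA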
SUMO HTRF inh: inhibitors of human SUMOylation (UBC9); HTRF SUMOylation assay, SAE1/SAE2 + UBC9, in vitro; inhibition, % at 35 µM; hit rate 0.36% among 290,000; AID 2006; in the data active = inhibition above about 50%, passing the limit was not always enough; also: strong numbers were not always called active
Target sequence (P63279 whole entry, looked up): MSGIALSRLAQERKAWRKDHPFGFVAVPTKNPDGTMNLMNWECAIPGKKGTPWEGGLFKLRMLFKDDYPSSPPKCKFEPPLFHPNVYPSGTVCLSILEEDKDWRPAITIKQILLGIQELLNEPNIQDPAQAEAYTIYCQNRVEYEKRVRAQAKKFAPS
CRFR2-BP ag: agonists of human CRF-binding protein/CRF-R2 receptor complex; activation, % at 13.2 µM; hit rate 0.46% among 350,000; HEK293 CRF-R2/CRF-BP, calcium dye fluorescence (FLIPR); percent of saturating CRF peptide response;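 active = activation of at least 50%, plus an integration ratio under a set limit after plate pattern correction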;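 also: plate controls were neutral control wells without compound for no effect and CRF at EC100 for full effect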
MEKK2wt PB1 HTS: raises or lowers MEK5 binding to wildtype human MEKK2 PB1 domain. AID 1531. hit rate 1.1% among 290,000. Q9Y2U5. binding response (% of control), % at 10 µM. bead flow cytometry, Alexa488-MEK5 binding to MEKK2 WT; actives lie on both sides; in the data active = binding response below about 67% or above about 130%
HCV NS3 hel inh: HCV NS3 helicase inhibition; NS3 helicase DNA unwinding, Cy5 molecular beacon fluorescence; hit rate 0.56% among 290,000; inhibition, % at 10.9 µM;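 active = inhibition above the mean of all tested compounds plus 3 SD, set per campaign, cut at about 35% in these data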;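 also: 0% = DMSO wells and 100% = thioflavine S control wells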
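Measured by: Cy5 fluorescence, 0 and 60 min reads / Assay system: NS3 helicase fragment of HCV / Control set: low DMSO, high thioflavine S at 110 µM / Times: 1 h reaction at 25 °C, ATP-initiated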
MEKK3 PB1 HTS: modulators (inhibitors or enhancers) of MEK5 binding to human MEKK3 PB1 domain; bead-based flow cytometry, Alexa488-MEK5 binding to MEKK3; actives lie on both sides; 0 = blocked by unlabeled MEK5, 100 = vehicle; binding response (% of control), % at 10 µM; hit rate 1.4% among 290,000; AID 1529;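 active = binding response more than 3 SD above or below the average of its plate-row segment, actives on both sides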;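 also: Alexa488 bead fluorescence after subtracting the streptavidin-only scavenger bead signal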
Target sequence (Q99759 whole entry, looked up, the tested form may be a part): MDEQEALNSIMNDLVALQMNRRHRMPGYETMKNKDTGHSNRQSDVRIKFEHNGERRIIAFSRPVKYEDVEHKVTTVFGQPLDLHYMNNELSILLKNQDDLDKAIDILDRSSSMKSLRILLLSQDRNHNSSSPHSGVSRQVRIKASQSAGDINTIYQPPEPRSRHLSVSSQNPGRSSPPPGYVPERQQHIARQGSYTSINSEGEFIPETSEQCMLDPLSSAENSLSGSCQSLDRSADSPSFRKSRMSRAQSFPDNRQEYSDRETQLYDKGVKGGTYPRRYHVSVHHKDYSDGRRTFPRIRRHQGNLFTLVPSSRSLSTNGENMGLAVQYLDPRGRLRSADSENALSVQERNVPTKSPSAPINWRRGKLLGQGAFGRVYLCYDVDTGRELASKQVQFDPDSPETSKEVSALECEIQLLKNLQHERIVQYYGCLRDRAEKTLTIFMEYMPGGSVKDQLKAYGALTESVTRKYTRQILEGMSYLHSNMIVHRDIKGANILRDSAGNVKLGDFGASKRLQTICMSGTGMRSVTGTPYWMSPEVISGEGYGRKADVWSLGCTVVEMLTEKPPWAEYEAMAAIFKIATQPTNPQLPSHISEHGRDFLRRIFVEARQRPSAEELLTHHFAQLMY
Active calls of the source: *. An excerpt; count on the stated rates, not on these rows.

`Cc1onc(-c2ccccc2)c1C(=O)NC(CC(=O)O)c1ccc(OC(C)C)cc1` (stereo unspecified) gave GalR3 antag 0, CRFBP-R2 block 4, DNA FID counter -24, SUMO HTRF inh 18, CRFR2-BP ag -1.7 and HCV NS3 hel inh 5.
Cc1ccc2cccc(SCC(=O)N3CCOCC3)c2n1 was read as GalR3 antag 0, MEKK2mut PB1 HTS -2, CRFBP-R2 block -2, DNA FID counter 0, SUMO HTRF inh 9, CRFR2-BP ag 0.3, MEKK2wt PB1 HTS 99, HCV NS3 hel inh 5 and MEKK3 PB1 HTS 99.
For CC(=O)Nc1ccc(S(=O)(=O)NC(CC(=O)O)c2ccc(OC(C)C)cc2)cc1 (stereo unspecified) the results were GalR3 antag 1, MEKK2mut PB1 HTS 5, CRFBP-R2 block 4, DNA FID counter 1, SUMO HTRF inh -13, CRFR2-BP ag -0.6, MEKK2wt PB1 HTS 99, HCV NS3 hel inh -2 and MEKK3 PB1 HTS 103.
COc1ccc(C(=O)OCC2CC(c3ccccc3)N(C)O2)cc1 (stereo unspecified) was read as GalR3 antag -4, MEKK2mut PB1 HTS -2, CRFBP-R2 block 12, DNA FID counter -29, SUMO HTRF inh -8, CRFR2-BP ag -0.6, MEKK2wt PB1 HTS 103, HCV NS3 hel inh -10 and MEKK3 PB1 HTS 103.
Screening CN(CC1CCCN(CCc2ccc(F)cc2)C1)C(=O)CCC(N)=O (stereo unspecified) returned GalR3 antag -5, MEKK2mut PB1 HTS 9, CRFBP-R2 block -4, DNA FID counter -9, SUMO HTRF inh -9, CRFR2-BP ag 3.1, MEKK2wt PB1 HTS 103, HCV NS3 hel inh 11 and MEKK3 PB1 HTS 98.
Cc1cc(F)c(F)c(C(=O)N2CCN(C)CC2)c1Cl was read as GalR3 antag 8, CRFBP-R2 block 8, DNA FID counter 5, SUMO HTRF inh -3, CRFR2-BP ag 0.7 and HCV NS3 hel inh 2.
For CC(=O)c1c(C)[nH]c(C(=O)NCCc2ccccc2)c1C the results were GalR3 antag -1, MEKK2mut PB1 HTS 4, CRFBP-R2 block 22, DNA FID counter -6, SUMO HTRF inh 18, CRFR2-BP ag -3.9, MEKK2wt PB1 HTS 102, HCV NS3 hel inh 3 and MEKK3 PB1 HTS 98.
`Cc1ccc(NCc2ccncc2)c(Br)c1` gave GalR3 antag -3, MEKK2mut PB1 HTS 4, CRFBP-R2 block 2, DNA FID counter 8, SUMO HTRF inh 27, CRFR2-BP ag -5.6, MEKK2wt PB1 HTS 103, HCV NS3 hel inh 3 and MEKK3 PB1 HTS 110.
Screening CCn1c(NCc2ccccc2NS(=O)(=O)c2ccc(C)cc2)nc2ccccc21 returned GalR3 antag -7, MEKK2mut PB1 HTS -2, CRFBP-R2 block -9, DNA FID counter 11, SUMO HTRF inh -17, CRFR2-BP ag -4.8, MEKK2wt PB1 HTS 101, HCV NS3 hel inh -17 and MEKK3 PB1 HTS 88.
Screening Cc1onc(-c2ccccc2)c1C(=O)N1CCCN(C(=O)c2c(-c3ccccc3)noc2C)CC1 returned GalR3 antag 0, MEKK2mut PB1 HTS -9, CRFBP-R2 block -2, DNA FID counter -22, SUMO HTRF inh 13, CRFR2-BP ag 1.0, MEKK2wt PB1 HTS 90, HCV NS3 hel inh -1 and MEKK3 PB1 HTS 92.
`Cc1ccc(/C=C/C(=O)NC(C)c2ccccc2)cc1` (stereo unspecified) gave GalR3 antag -6, MEKK2mut PB1 HTS -2, CRFBP-R2 block -14, DNA FID counter -9, SUMO HTRF inh 0, CRFR2-BP ag -1.9, MEKK2wt PB1 HTS 87, HCV NS3 hel inh 0 and MEKK3 PB1 HTS 89.
Cc1ccc2[nH]c(=O)c(CN(CCCN3CCOCC3)C(=O)Nc3cccc(Cl)c3)cc2c1 was read as GalR3 antag -4, MEKK2mut PB1 HTS 0, CRFBP-R2 block -31, DNA FID counter 6, SUMO HTRF inh 11, CRFR2-BP ag -2.1, MEKK2wt PB1 HTS 101, HCV NS3 hel inh -12 and MEKK3 PB1 HTS 93.
For Cc1ccc(C(=O)N/N=C2/NC(=O)CC(C(=O)Nc3ccccc3)S2)cc1 (stereo unspecified) the results were GalR3 antag -3, MEKK2mut PB1 HTS 8, CRFBP-R2 block 9, DNA FID counter -8, SUMO HTRF inh -7, CRFR2-BP ag 0.6, MEKK2wt PB1 HTS 97, HCV NS3 hel inh 19 and MEKK3 PB1 HTS 99.
`COc1ccc2[nH]c(C(=O)Nc3ccccc3Cl)cc2c1` gave GalR3 antag -5, MEKK2mut PB1 HTS 11, CRFBP-R2 block -14, DNA FID counter 1, SUMO HTRF inh -6, CRFR2-BP ag 13, MEKK2wt PB1 HTS 101, HCV NS3 hel inh 6 and MEKK3 PB1 HTS 99.
Cc1cccc(C)c1NC(=O)CNCC(=O)Nc1c(C)cccc1C was read as GalR3 antag -8, MEKK2mut PB1 HTS 4, CRFBP-R2 block 7, DNA FID counter -11, SUMO HTRF inh 4, CRFR2-BP ag -0.7, MEKK2wt PB1 HTS 101, HCV NS3 hel inh 2 and MEKK3 PB1 HTS 101.
For Cn1c(=O)c2c(O)c(C=NCc3ccccc3)c(=O)n(C)c2n(C)c1=O the results were GalR3 antag -1, MEKK2mut PB1 HTS 4, CRFBP-R2 block -5, DNA FID counter -3, SUMO HTRF inh 6, CRFR2-BP ag -1.6, MEKK2wt PB1 HTS 102, HCV NS3 hel inh 6 and MEKK3 PB1 HTS 103.
O=C(CSc1ncc(-c2ccccc2)n1CC1CCCO1)N1CCCCC1 (stereo unspecified) was read as GalR3 antag 3, MEKK2mut PB1 HTS -3, CRFBP-R2 block 12, DNA FID counter -15, SUMO HTRF inh 17, CRFR2-BP ag -1.4, MEKK2wt PB1 HTS 103, HCV NS3 hel inh 6 and MEKK3 PB1 HTS 96.
For COCCNC(=O)c1c(CSc2ccccc2)noc1C(=O)NCc1ccccc1 the results were GalR3 antag -5, MEKK2mut PB1 HTS 7, CRFBP-R2 block 11, SUMO HTRF inh 3, CRFR2-BP ag -2.1, MEKK2wt PB1 HTS 94 and MEKK3 PB1 HTS 109.
Brc1cnc2nc(SCc3nc4ccccc4[nH]3)[nH]c2c1 was read as GalR3 antag -3, MEKK2mut PB1 HTS -3, CRFBP-R2 block -22, DNA FID counter -7, SUMO HTRF inh -79, CRFR2-BP ag -0.2, MEKK2wt PB1 HTS 87, HCV NS3 hel inh 4 and MEKK3 PB1 HTS 97.
For COc1ccc(/C=C/C(=O)c2ccc(NC3=NCCCS3)cc2)cc1OC the results were GalR3 antag 7, MEKK2mut PB1 HTS -1, CRFBP-R2 block -8, DNA FID counter 3, SUMO HTRF inh 28, CRFR2-BP ag -0.9, MEKK2wt PB1 HTS 104, HCV NS3 hel inh -49 and MEKK3 PB1 HTS 106.
For Cn1c(=O)c2c(nc(CN3CCCCC3)n2CCCc2ccccc2)n(C)c1=O the results were GalR3 antag -2, MEKK2mut PB1 HTS -4, CRFBP-R2 block -6, DNA FID counter -14, CRFR2-BP ag -1.8, MEKK2wt PB1 HTS 100, HCV NS3 hel inh -2 and MEKK3 PB1 HTS 98.
Screening Cc1csc(NC(=O)Cc2ccc(F)cc2)n1 returned GalR3 antag -7, MEKK2mut PB1 HTS 2, CRFBP-R2 block -6, DNA FID counter -1, SUMO HTRF inh -1, CRFR2-BP ag 0.3, MEKK2wt PB1 HTS 103, HCV NS3 hel inh 8 and MEKK3 PB1 HTS 99.
COc1ccc(-n2nc(C(=O)N3CCN(Cc4ccc5c(c4)OCO5)CC3)c3ccccc3c2=O)cc1 was read as GalR3 antag -1, MEKK2mut PB1 HTS 12, CRFBP-R2 block -3, DNA FID counter -1, SUMO HTRF inh 14, CRFR2-BP ag 0.5, MEKK2wt PB1 HTS 102, HCV NS3 hel inh 0 and MEKK3 PB1 HTS 105.
`Cc1cccc(N2CCN(C(=O)c3c(-c4ccccc4)noc3C)CC2)c1C` gave GalR3 antag -3, MEKK2mut PB1 HTS 4, CRFBP-R2 block -7, DNA FID counter -44, SUMO HTRF inh -8, CRFR2-BP ag 0.7, MEKK2wt PB1 HTS 104, HCV NS3 hel inh -13 and MEKK3 PB1 HTS 102.
CC(C)(C)c1ccc(C(=O)Nc2ccc([N+](=O)[O-])cn2)cc1 was read as GalR3 antag -5, MEKK2mut PB1 HTS 0, CRFBP-R2 block -3, DNA FID counter 2, SUMO HTRF inh -16, CRFR2-BP ag -1.7, MEKK2wt PB1 HTS 116, HCV NS3 hel inh -1 and MEKK3 PB1 HTS 110.
`S=C(NCC1CCCO1)N1CCN(c2nc(-c3ccccc3)cs2)CC1` (stereo unspecified) gave GalR3 antag -3, MEKK2mut PB1 HTS -9, CRFBP-R2 block 1, DNA FID counter -12, SUMO HTRF inh -17, CRFR2-BP ag -0.8, MEKK2wt PB1 HTS 96, HCV NS3 hel inh -10 and MEKK3 PB1 HTS 98.
Screening O=C1NC2(CCc3ccccc32)C(=O)N1CCOc1ccc(Cl)cc1 (stereo unspecified) returned GalR3 antag -6, MEKK2mut PB1 HTS -1, CRFBP-R2 block -84, DNA FID counter -8, SUMO HTRF inh 12, CRFR2-BP ag -0.4, MEKK2wt PB1 HTS 100, HCV NS3 hel inh -6 and MEKK3 PB1 HTS 101.
For CNc1oc(-c2cccc3ccccc23)nc1C#N the results were GalR3 antag -5, MEKK2mut PB1 HTS 4, CRFBP-R2 block -12, DNA FID counter 1, SUMO HTRF inh 18, CRFR2-BP ag -0.7, MEKK2wt PB1 HTS 100, HCV NS3 hel inh -9 and MEKK3 PB1 HTS 101.
`O=C(NNC(=O)c1cccc(Br)c1)C(=O)N1CCCCC1` gave GalR3 antag -4, MEKK2mut PB1 HTS -1, CRFBP-R2 block -3, DNA FID counter -7, SUMO HTRF inh -1, CRFR2-BP ag 0.9, MEKK2wt PB1 HTS 97, HCV NS3 hel inh -1 and MEKK3 PB1 HTS 97.

A stretch from further up, for reference:
`S=C(NCC1CCCO1)N1CCN(c2nc(-c3ccccc3)cs2)CC1` (stereo unspecified) gave GalR3 antag -3, MEKK2mut PB1 HTS -9, CRFBP-R2 block 1, DNA FID counter -12, SUMO HTRF inh -17, CRFR2-BP ag -0.8, MEKK2wt PB1 HTS 96, HCV NS3 hel inh -10 and MEKK3 PB1 HTS 98.
Screening O=C1NC2(CCc3ccccc32)C(=O)N1CCOc1ccc(Cl)cc1 (stereo unspecified) returned GalR3 antag -6, MEKK2mut PB1 HTS -1, CRFBP-R2 block -84, DNA FID counter -8, SUMO HTRF inh 12, CRFR2-BP ag -0.4, MEKK2wt PB1 HTS 100, HCV NS3 hel inh -6 and MEKK3 PB1 HTS 101.
For CNc1oc(-c2cccc3ccccc23)nc1C#N the results were GalR3 antag -5, MEKK2mut PB1 HTS 4, CRFBP-R2 block -12, DNA FID counter 1, SUMO HTRF inh 18, CRFR2-BP ag -0.7, MEKK2wt PB1 HTS 100, HCV NS3 hel inh -9 and MEKK3 PB1 HTS 101.
`O=C(NNC(=O)c1cccc(Br)c1)C(=O)N1CCCCC1` gave GalR3 antag -4, MEKK2mut PB1 HTS -1, CRFBP-R2 block -3, DNA FID counter -7, SUMO HTRF inh -1, CRFR2-BP ag 0.9, MEKK2wt PB1 HTS 97, HCV NS3 hel inh -1 and MEKK3 PB1 HTS 97.
